Scp-1 inhibitor – Scp-1 phosphatase inhibitors, primary screen, biochemical, colorimetric, uHTS | AID 493091, 2011 | Recombinant Scp1, phosphopeptide, malachite green phosphate absorbance | inhibition, % at 20 µM | Carboxy-terminal domain RNA polymerase II polypeptide A small phosphatase 1 (Homo … | 340,000 compounds, 0.88% hits;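 active means inhibition above about 50% at 20 µM, limit read from the data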;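 further: plate controls were DMSO wells with enzyme for no effect and wells lacking enzyme for full effect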
Target sequence (Q9GZU7 76-261 limits assumed): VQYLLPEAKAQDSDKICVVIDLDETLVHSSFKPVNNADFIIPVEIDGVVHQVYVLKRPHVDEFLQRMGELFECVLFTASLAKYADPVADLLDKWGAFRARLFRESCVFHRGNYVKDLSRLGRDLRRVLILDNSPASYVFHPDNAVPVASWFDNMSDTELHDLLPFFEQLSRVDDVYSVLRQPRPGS
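Material: truncated SCP-1 phosphatase (76-261aa) / Buffer or medium: 50 mM Tris acetate pH 5.5, 0.005% Tween-20, 10 mM MgCl2 / Compound dosing: one concentration, 20 µM, with 1.0% DMSO / Incubation: 45 min room-temperature reaction, 5 min colour, 30 min stabiliser / Detection: colorimetric free-phosphate detection, absorbance 630 nm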
* hit, by the source's call. Some of the compounds tested. The share of hits here may be higher or lower than overall.

Start of the data: the first 5 entries as a preview:
Scp-1 inhibitor | Molecule
1 | CS(=O)(=O)c1ccc(S(=O)CC(=O)Oc2ccc(Cl)cc2)c([N+](=O)[O-])c1 (stereo not drawn)
-4 | C(=N\Nc1nc(Nc2ccccc2)nc(N2CCOCC2)n1)/c1c[nH]c2ccccc12
5 | CCCC[C@@H]1C[C@H]1[C@@H](NC(=O)c1ccco1)c1ccc(C(=O)OC)cc1
-2 | CC(C)Oc1cc(C(=O)N2CCC(N3CCCCC3)CC2)ccc1Nc1nnc(Cl)c(Nc2ccccc2S(C)(=O)=O)n1
6 | CNC(=O)c1c(NC(=O)c2ccc(S(=O)(=O)N(C)c3ccccc3)cc2)sc2c1CCN(C(C)C)C2

Main list, previewed entries included:
Scp-1 inhibitor | Molecule
1 | CS(=O)(=O)c1ccc(S(=O)CC(=O)Oc2ccc(Cl)cc2)c([N+](=O)[O-])c1 (stereo not drawn)
-4 | C(=N\Nc1nc(Nc2ccccc2)nc(N2CCOCC2)n1)/c1c[nH]c2ccccc12
5 | CCCC[C@@H]1C[C@H]1[C@@H](NC(=O)c1ccco1)c1ccc(C(=O)OC)cc1
-2 | CC(C)Oc1cc(C(=O)N2CCC(N3CCCCC3)CC2)ccc1Nc1nnc(Cl)c(Nc2ccccc2S(C)(=O)=O)n1
6 | CNC(=O)c1c(NC(=O)c2ccc(S(=O)(=O)N(C)c3ccccc3)cc2)sc2c1CCN(C(C)C)C2
-4 | C=C(C)c1sc(-c2ccccc2)nc1C
-6 | Cc1cccc(OCC(=O)N=Nc2c(O)[nH]c3ccc([N+](=O)[O-])cc23)c1
1 | C#CCOCCOCCOCCNc1nc(N2CCN(C(=O)[C@H](CCC(=O)O)n3cc(C(N)Cc4ccc(O)cc4)nn3)CC2)nc(N2CCN(C(=O)[C@H](CCC(=O)O)n3cc(C(N)Cc4ccc(O)cc4)nn3)CC2)n1 (stereo partly drawn)
-5 | COC(=O)C1=C(C(=O)OC)[C@@H]2Nc3ccccc3[C@@]23C[C@@H](C(=O)OC)N(C(=O)NC2CCCCC2)C3=N1
-10 | O=C(O)/C=C/C(=O)Nc1ccc(Oc2ncnc3cc(Cl)ccc23)nc1
-6 | CN1CCN(C(=O)CN(c2ccccc2)S(=O)(=O)N(C)C)CC1
-2 | Nc1nnc(SCC(=O)c2ccc3ccccc3c2)s1
0 | Cc1ccc(Cn2nc(C)c(NC(=O)c3cc(-c4ccc5c(c4)OCO5)on3)c2C)cc1
-2 | COC(=O)[C@@]1(Cc2ccc(F)cc2)[C@H]2c3cc(C(=O)N4CCCC4)n(Cc4ccc(C(F)(F)F)nc4)c3C[C@H]2CN1C(=O)c1ccccc1
-7 | CCn1cc(C(=O)O)c(=O)c2cnc(N3CCN(C(=S)NC(=O)c4ccccc4Cl)CC3)nc21
-3 | CC(C)c1cc(C(C)C)c(S(=O)(=O)N2c3ccccc3[C@@]3(Br)C[C@H]4C(=O)N[C@@H](Cc5ccccc5)C(=O)N4[C@@H]23)c(C(C)C)c1
3 | CC(C)c1ccc2c(c1)C(N1CCNCC1)Cc1ccc(F)cc1S2 (stereo not drawn)
-3 | NC(=O)N/N=C/c1cn(-c2ccccc2)nc1-c1cccnc1
-2 | COC(=O)[C@@]1(Cc2ccc(F)cc2)[C@H]2c3cc(C(=O)N(C)C)n(Cc4ccccn4)c3C[C@H]2CN1C(=O)c1ccccc1
-4 | COc1cccc(Cn2c(NCc3ccco3)nc3c2c(=O)n(C)c(=O)n3C)c1
-5 | O=C1/C(=C/c2cccnc2)CCC/C1=C\c1cccnc1
-4 | O=C(NCc1ccccc1)c1ccc(Cl)cc1
-8 | O=C(NC(=S)Nc1ccc(CN2CCOCC2)cc1)c1ccc(-c2ccc(Br)cc2)o1
-6 | COc1cc(CCN2C(=O)N[C@@H](CCc3ccccc3)C(C(C)=O)=C2C)cc(OC)c1OC
-3 | CN1C(=O)c2ccccc2C(C(=O)NCCCN2CCCC2=O)C1c1c[nH]c2ccccc12 (stereo not drawn)
-1 | Cc1cccc2c1NC(=O)C21N2CCCC2C(C(=O)c2ccc3ccccc3c2)C12C(=O)Nc1ccccc12 (stereo not drawn)
-8 | Cn1c(=O)cc(SCC(=O)Nc2ccccn2)c2ccccc21
-2 | O=C1c2ccccc2-c2onc3ccc(NCCCn4ccnc4)c1c23
-4 | CCC/C=C(\CCC)C(NC(=O)c1ccc(C(=O)OC)cc1)c1ccc(C(=O)OC)cc1 (stereo not drawn)
-7 | CC1(C)C2CCC1(C)C(OC(=O)CC(=O)O)C2 (stereo not drawn)
11 | COc1cccc2[nH]c3c(N4CCc5ccccc5C4)ncnc3c12
-7 | COc1cc(C2CC(=O)Nc3n[nH]c(-c4ccccc4)c32)cc(OC)c1OC (stereo not drawn)
-16 | Oc1ccc2ccccc2c1CNc1ccc(Br)cc1
85* | N#C/C(=C\c1ccc(OCc2ccccc2)cc1)C(=O)Nc1ccc(C(=O)O)cc1
-11 | Nc1ccc2nc(-c3ccc(-c4nc5ccc(N)cc5[nH]4)cc3)[nH]c2c1
0 | CCc1ccc2oc(-c3cc(N=Cc4cccc(OC)c4O)ccc3O)nc2c1
3 | O=S(=O)(Nc1nc2ccccc2nc1-[n+]1cccc(N=C([O-])c2ccc(Cl)cc2)c1)c1ccccc1
-14 | COc1ccc(-c2noc(CCC(=O)Nc3nc4ccccc4s3)n2)cc1
8 | C[C@@H]1NC(=O)[C@H](CCC(N)=O)NC(=O)c2cc([N+](=O)[O-])cc(I)c2NCC[C@@H](C(N)=O)NC1=O
-11 | CCOC(=O)CC1C(=O)NCCN1c1nc2c(C)cccn2c(=O)c1/C=C1\SC(=S)N(C(C)CC)C1=O (stereo not drawn)
3 | CSc1nnc2c(n1)OC(c1cn(C)c3ccccc13)N(C(C)=O)c1ccccc1-2 (stereo not drawn)
-2 | CCNc1nnc(-c2ccccc2OC)s1
-1 | O=C1C=CCC(/C=C/c2ccccc2)O1 (stereo not drawn)
-2 | COc1ccc(OC)c(Nc2nnc(C)c(=O)[nH]2)c1
-12 | CCN(CC)CCCN(Cc1cc2cc(OC)ccc2[nH]c1=O)C(=O)Nc1ccccc1
0 | COc1cc2c(C(=O)N3CCN(C4CCCCC4)CC3)cn(CC(C)C)c(=O)c2cc1OC
-6 | COc1c(N2CCN[C@H](C)C2)c(F)cc2c(=O)c(C(=O)O)cn(C3CC3)c12
-7 | CN1C2C=C3C(C#N)=C(N)C(C#N)(C#N)[C@@H](c4ccsc4)[C@@H]3C1CC2 (stereo partly drawn)
-3 | O=C(C1=C[C@H](c2csc3ccccc23)C[C@H](OCc2ccc(CO)cc2)O1)N1CCCCCCC1
-9 | CCOc1cc(/C=C2/C(=O)ON=C2C)ccc1OCc1ccccc1
-1 | Cn1c(/N=C/c2cc(Cl)ccc2O)nc2ccccc21
1 | COc1ccc(-c2nc(NC(=O)CSc3nnc4ccccn34)ns2)cc1
-9 | Cn1c(N)c(C(=O)Nc2ccccc2)c(=O)[nH]c1=O
-9 | COc1ccccc1N1CCN(/N=C/c2ccc(O)c(O)c2)CC1
-4 | CCN(CC)CCn1c(C)nc2c(sc3nc4c(cc32)COC(C)(C)C4)c1=O
-2 | C#CCOCCOCCOCCNc1nc(N2CCN(C(=O)C([C@@H](C)CC)n3cc(C(N)COC(=O)C(F)(F)F)nn3)CC2)nc(N2CCN(C(=O)[C@H](Cc3ccc(O)cc3)n3cc(C(N)[C@H](C)CC)nn3)CC2)n1 (stereo partly drawn)
-5 | O=C1C=C(NCc2ccc3c(c2)OCO3)CC(c2ccccc2)C1 (stereo not drawn)
0 | CC(=O)NS(=O)(=O)c1ccc(NC(=O)CSc2ccc(Cl)cc2)cc1
-5 | COc1ccc(-c2cc(C(F)(F)F)n3nc(C(=O)NCCCN4CCOCC4)cc3n2)cc1
-4 | CCOC(=O)c1cnc(=O)[nH]c1C

3 compounds out of the list, ordered by count of non-hydrogen atoms, descending:
Scp-1 inhibitor | Molecule
-2 | C#CCOCCOCCOCCNc1nc(N2CCN(C(=O)C([C@@H](C)CC)n3cc(C(N)COC(=O)C(F)(F)F)nn3)CC2)nc(N2CCN(C(=O)[C@H](Cc3ccc(O)cc3)n3cc(C(N)[C@H](C)CC)nn3)CC2)n1 (stereo partly drawn)
-12 | CCN(CC)CCCN(Cc1cc2cc(OC)ccc2[nH]c1=O)C(=O)Nc1ccccc1
-2 | COc1ccc(OC)c(Nc2nnc(C)c(=O)[nH]2)c1

Next results follow.
Scp-1 inhibitor | Molecule
-8 | COc1ccc2c(c1)OC[C@H]1[C@H]2N2C(=O)CNC(=O)[C@@]2(C)[C@H]1c1ccccc1
-16 | O=C(COc1ccccc1)NNC(=S)NC(=O)c1ccc(Cl)cc1Cl
-6 | COC(=O)c1scc2c(Oc3ccccc3)cc(C(F)(F)F)nc12
-4 | CC1(C)CC[C@]2(C(=O)O)CC[C@]3(C)C(=CCC4[C@@]5(C)CC[C@H](O)C(C)(C)C5[C@H](O)C[C@]43C)[C@@H]2C1 (stereo partly drawn)
2 | COC(=O)C1=C(C(=O)OC)[C@@H]2N(C)c3ccccc3[C@@]23C[C@@H](CO)N=C3N1
-1 | O=C1ON=C(c2ccc(Cl)cc2)/C1=C/c1ccc(O)cc1
3 | Clc1cccc(CSC2=NCCCN2)c1
-14 | COc1cc(/C=N/N=C/c2c[nH]c(=O)c(C#N)c2Nc2ccccc2)ccc1O
-2 | COc1ccc(C(c2c(O)nc[nH]c2=O)c2c(O)nc[nH]c2=O)cc1
-5 | CC(C)Cn1c(SCC(=O)N2CCCc3ccccc32)nc2ccccc2c1=O
-6 | Cc1ccc(C(=O)c2c3ccc([N+](=O)[O-])cc3[n+]([O-])n2CCC(N)=O)cc1
61* | CC[n+]1c(/C=C/C=C/N(C(C)=O)c2ccccc2)sc2cc(OC)ccc21
-1 | O=C(CN1CCN(C(=O)c2cccc(F)c2)CC1)NC1CCCCC1
-11 | Cc1cc(C)cc(SCc2noc(C(=O)NCC3CC3)c2C(=O)NCC2CC2)c1
-7 | CC(=O)Nc1c(O)nc(C)[nH]c1=O
4 | Nc1nc(N)c2[nH]cnc2n1
-6 | CCN1CCCC1CNC(=O)Cn1cnc2sc(C)c(S(=O)(=O)N3CCC(C)CC3)c2c1=O (stereo not drawn)
-10 | COc1ccc2[nH]c(C)c(C(=O)CN(C)CC3OCCO3)c2c1
-2 | O=C(COC(=O)c1ccc(O)cc1)Nc1cc(S(=O)(=O)N2CCOCC2)ccc1N1CCOCC1
-4 | COC(=O)c1cc(C)nc(Sc2ccccc2N)n1
0 | O=C(CN1C(=O)c2cccc3cccc1c23)Nc1ccc(S(=O)(=O)Nc2nccs2)cc1
-4 | CCOC(=O)c1c(NC(=O)CCNCc2ccco2)sc2c1CCC2
-8 | CCc1cc2c(C)cc(=O)oc2cc1OC(=O)C1CCCN1C(=O)OC(C)(C)C (stereo not drawn)
-4 | C/C(=N/NC(=O)c1ccc(C)s1)c1cccc(NC(=O)COc2ccc(Cl)cc2Cl)c1
-2 | CC(=O)Sc1nc(-c2ccccc2)[nH]c1S(=O)(=O)c1ccc(C)cc1
-6 | Cc1cc(=O)oc2cc(OCC(=O)N3CC(C)OC(C)C3)ccc12 (stereo not drawn)
-11 | CC1(C)Cc2c(c(N3CCCC3)nc3sc4c(N5CCNCC5)ncnc4c23)CO1
21 | O=C(NNC(=O)c1cccs1)c1ccc([N+](=O)[O-])cc1
8 | CCN(CC)c1ccc2c(Cl)cc(=O)oc2c1
-7 | O=Cc1sc([O-])nc1-[n+]1ccc2ccccc2c1
-7 | CCOc1cc(C2/C(=C(/O)c3ccc(OC)cc3)C(=O)C(=O)N2CC2CCCO2)ccc1O (stereo not drawn)
35 | NC(=O)C(CC(=O)O)NC(=O)[C@@H]1CCOc2c(I)cc([N+](=O)[O-])cc2C(=O)N[C@@H](CO)C(=O)N[C@@H](Cc2ccc(O)cc2)C(=O)N1 (stereo partly drawn)
3 | COc1ccccc1-c1nc(NC(C)=O)n[nH]1
-3 | Cc1ccc(-c2[nH]nc3c2C(c2ccccc2OC(=O)N2CCOCC2)C(C#N)=C(N)O3)cc1 (stereo not drawn)
-1 | CS(=O)(=O)c1ccc(CNC(=O)C2(C(F)(F)F)CC(CCCO)CCCO2)cc1 (stereo not drawn)
1 | CC(=O)O[C@@H]1[C@@H](O)[C@@H](O)[C@H](Oc2c(-c3ccc(O)cc3)oc3c(CC=C(C)C)c(O)cc(O)c3c2=O)O[C@H]1C
-7 | C1CN(c2nc(N3CCOCC3)nc(N3CCOCC3)n2)CCO1
-1 | Cc1nc2scc(-c3ccccc3)c2c(=O)n1N=C1C=CC(=O)C=C1
-7 | COC(=O)c1sc(N2C(=O)C(=O)/C(=C(/O)c3ccc(C)cc3)C2c2ccco2)nc1C (stereo not drawn)
10 | CC(/C=C1\SC(=S)N(CCCC(=O)Nc2ccc(C(=O)O)c(O)c2)C1=O)=C\c1ccccc1
-3 | O=c1c2c3c(sc2n2cnnc2n1-c1ccccc1)N(Cc1ccccc1)CCC3
-7 | C#CCSc1nncn1C(=O)/C=C/c1ccccc1
30 | C#CCOCCOCCOCCNc1nc(N2CCN(C(=O)CCCCCCCCCCNC(=O)[C@H](CCCCN)n3cc(CCO)nn3)CC2)nc(N2CCN(C(=O)CCCCCCCCCCNC(=O)[C@H](CCCCN)n3cc(C[C@@H](C)CC)nn3)CC2)n1
-10 | CCOc1ccc(CN2CCN(Cc3nc(C(C)C)cs3)CC2CCO)cc1 (stereo not drawn)
-9 | C[C@@H](C(=O)Nc1ccc2ccccc2c1)[C@H]1C[C@]1(C)[C@H](NS(=O)(=O)c1ccc(-c2ccccc2)cc1)c1ccccc1
1 | Cn1c(=O)c2c(nc(CN3CCN(c4ccccc4)CC3)n2CCN2CCOCC2)n(C)c1=O
-11 | CC1=C(C(=O)OCc2ccccc2)C(c2ccc(Br)cc2)NC(=O)N1CCCC(=O)O (stereo not drawn)
3 | COc1cc(C(=O)Nc2ccc3ccccc3c2)cc(OC)c1OC
1 | Cc1ccc2[nH]c3c(=O)n(CCC4=CCCCC4)cnc3c2c1
9 | Cc1nn(C)c(C)c1/C=N/NC(=O)c1csc2ccccc12
0 | Cc1no[n+]([O-])c1COc1ccc(/C=C2\NC(=S)NC2=O)cc1
-3 | CN(C)c1ccc(CNc2ccc3c(c2)ncn3C)cc1
